# USP1-UAF1 inh: Inhibitors of USP1/UAF1: Primary Screen; Ubiquitin carboxyl-terminal hydrolase 1 (Homo sapiens), O94782; recombinant USP1/UAF1, Ub-Rhodamine cleavage fluorescence; Potency, µM (highest dose often 57.1 µM), for the others: at the highest dose activity change, negative = inhibition, usual class: inhibitors; 0.23% of 390,000 active; AID 743255, 2014; note: potency is the fitted concentration of half-maximal effect; % is set by controls: 0 for no effect and ±100 for the full control effect; nearly all actives have a fitted effect of over 60% in size; inactives centre near -12
# Target sequence (O94782 whole entry, looked up): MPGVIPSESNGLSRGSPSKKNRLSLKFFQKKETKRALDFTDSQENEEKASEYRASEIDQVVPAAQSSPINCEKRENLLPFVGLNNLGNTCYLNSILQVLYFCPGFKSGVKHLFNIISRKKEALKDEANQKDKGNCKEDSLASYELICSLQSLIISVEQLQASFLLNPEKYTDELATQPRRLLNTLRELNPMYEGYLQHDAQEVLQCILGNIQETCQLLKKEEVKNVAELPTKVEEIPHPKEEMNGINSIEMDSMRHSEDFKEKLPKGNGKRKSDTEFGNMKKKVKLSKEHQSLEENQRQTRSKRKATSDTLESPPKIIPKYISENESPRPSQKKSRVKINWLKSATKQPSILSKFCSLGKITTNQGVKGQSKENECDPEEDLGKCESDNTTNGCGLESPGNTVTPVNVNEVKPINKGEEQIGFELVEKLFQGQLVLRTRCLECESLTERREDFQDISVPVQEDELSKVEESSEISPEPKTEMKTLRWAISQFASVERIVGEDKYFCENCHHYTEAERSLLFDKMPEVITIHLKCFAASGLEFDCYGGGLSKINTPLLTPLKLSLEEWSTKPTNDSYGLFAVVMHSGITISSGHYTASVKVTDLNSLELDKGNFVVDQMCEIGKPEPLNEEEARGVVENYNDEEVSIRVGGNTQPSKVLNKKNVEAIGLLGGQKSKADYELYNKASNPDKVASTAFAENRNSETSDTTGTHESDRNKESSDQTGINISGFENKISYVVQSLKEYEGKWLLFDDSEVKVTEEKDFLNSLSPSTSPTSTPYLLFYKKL
#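 USP1/UAF1 complex at 1 nM was preincubated with compound for 15 min at room temperature, then Ub-Rho substrate (150nM final) was added. Fluorescence (480/540 nm) was read kinetically, 6 reads every 60 seconds.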
# TrxR1 substrate: qHTS Assay for Substrates of Mammalian Selenoprotein Thioredoxin Reductase 1 (TrxR1): qHTS. Thioredoxin reductase 1, cytoplasmic (Rattus norvegicus), O89049. purified TrxR1 substrate turnover, NADPH consumption readout. Potency, µM (highest dose often 114 µM), for the others: top-dose activity change, negative = substrate turnover. 0.01% of 390,000 active; note: potency is the fitted concentration of half-maximal effect; % is set by controls: 0 for no effect and ±100 for the full control effect; nearly all actives have a fitted effect of over 50% in size
#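 Rat TrxR1, dispensed at 90 nM, was prereduced with 400 uM NADPH (final) for 5 min at ~22 deg C, then incubated with compound 15 min before 400 uM selenite. A first-read NADPH fluorescence drop versus no-compound background flagged substrates.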
# TrxR1 inh: qHTS Assay for Inhibitors of Mammalian Selenoprotein Thioredoxin Reductase 1 (TrxR1): qHTS; 1% of 390,000 active; AID 588453, 2011; recombinant rTrxR1, NADPH fluorescence consumption, selenite substrate; Potency, µM (doses to about 114 µM), without a hit: at the top dose activity change, negative = inhibition, most hits filed as inhibitors; Thioredoxin reductase 1, cytoplasmic (Rattus norvegicus), O89049; note: potency is the fitted concentration of half-maximal effect; % is set by controls: 0 for no effect and ±100 for the full control effect; nearly all actives have a fitted effect of over 65% in size
#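 Rat TrxR1 (90 nM in the dispensed reagent) was pre-reduced with 400 uM NADPH for 5 min at room temperature, then incubated with compound for 15 min. After 400 uM selenite was added, NADPH fluorescence (Ex 340/Em 450 nm) was followed for 8 min.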
# TRHR enhancer: qHTS for Small Molecule Agonists and Allosteric Enhancers of Human TRH Receptor: Primary Screen for Enhancers | Thyrotropin-releasing hormone receptor (Homo sapiens), P34981 | TRHR cells, fluo-8 calcium fluorescence, EC20 TRH enhancement | enhancement, % at 2 µM | 0.66% of 360,000 active; in the data active = enhancement above about 30%; note: 0% is about no effect
#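 TRHR-expressing cells loaded with fluo-8 calcium dye were read kinetically (ex 480/em 530) during compound addition, then stimulated with an EC20 of TRH (10 nM final). Enhancement of the Gq-mediated intracellular calcium response was scored.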
# mIDH1 inhibitor: qHTS for Inhibitors of mutant isocitrate dehydrogenase 1 (IDH1): qHTS; Potency, µM (top dose mostly 76.6 µM), for inactives: top-dose activity change, negative = inhibition, usual class: inhibitors; Isocitrate dehydrogenase [NADP] cytoplasmic (Homo sapiens), O75874; IDH1-R132H enzyme, NADPH consumption, diaphorase/resazurin fluorescence; 0.093% of 390,000 active; note: potency is the fitted concentration of half-maximal effect; % is set by controls: 0 for no effect and ±100 for the full control effect; nearly all actives have a fitted effect of over 65% in size
#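 IDH1-R132H (0.5 ug/mL dispensed) in pH 7.5 Tris buffer was preincubated 30 min with compound, then given a substrate mix of 0.016 mM NADPH and 2 mM alpha-KG for 80 min at room temperature; remaining NADPH was read by diaphorase/resazurin fluorescence.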
# Pin1 inhibitor: qHTS Assay to Find Inhibitors of Pin1. Potency, µM (top dose mostly 115 µM), for the others: at the top dose activity, negative = inhibition, actives largely listed as inhibitors. 0.009% of 390,000 active. Pin1 FP peptide displacement, HiFluor488, 10 min. Peptidyl-prolyl cis-trans isomerase NIMA-interacting 1 (Homo sapiens), Q13526; active = well fitted inhibition curve with a large enough effect in the polarisation, with a control signal flat, not every such curve was filed as active; inconclusive = small, poorly fitted or top-dose-only effect, or effect the other way, or a change in a side signal; inactive = no such curve, though single readings can be large or run the other way; the % refers to the polarisation; note: potency is the fitted concentration of half-maximal effect; % is set by controls: 0 for no effect and ±100 for the full control effect
# Target sequence (Q13526 whole entry, looked up): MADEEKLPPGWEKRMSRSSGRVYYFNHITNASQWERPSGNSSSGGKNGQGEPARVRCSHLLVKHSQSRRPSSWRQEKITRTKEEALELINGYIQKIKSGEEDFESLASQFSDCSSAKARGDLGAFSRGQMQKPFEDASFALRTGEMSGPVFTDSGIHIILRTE
# D2 ag: HTS Assay for Allosteric Agonists of the Human D2 Dopamine Receptor: Primary Screen for Agonists; D(2) dopamine receptor (Homo sapiens), P14416; HEK293 T-REx D2 cells, calcium flux agonist mode; activation, % at 2 µM; 0.53% of 340,000 active; AID 485358, 2010;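 active = activation over 3 SD above normal in the single-dose calcium agonist read, cut at about 30% in these data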; note: 0% is about no effect
#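 In this primary screen, compounds producing a positive calcium signal within 180 s of addition to tetracycline-induced, force-coupled HEK293 Trex D2 cells are flagged; cells are dye-loaded with a no-wash calcium kit beforehand.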
# D2 antag: HTS Assay for Allosteric Antagonists of the Human D2 Dopamine Receptor: Primary Screen for Antagonists | HEK293 TREx D2 cells, calcium flux, dopamine EC80 | inhibition, % at 10 µM | 2% of 340,000 active | AID 485344, 2010; in the data active = inhibition above about 30%; note: 0% is about no effect
#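 Dopamine at EC80 is the agonist stimulus; test compounds precede it by 180 s. Calcium flux read kinetically in a force-coupled, inducible HEK293 T-REx D2 cell line.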
# TRHR ag: qHTS for Small Molecule Agonists and Allosteric Enhancers of Human TRH Receptor: Primary Screen for Agonists; Thyrotropin-releasing hormone receptor (Homo sapiens), P34981; TRHR cells, calcium flux fluo-8, FDSS agonist mode; activation, % at 2 µM; 0.18% of 360,000 active; in the data active = activation above about 30%; note: 0% is about no effect
#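 In this calcium-flux screen, cells bearing human TRHR are dye-loaded with fluo-8, baselined for 10 cycles, then exposed to library compounds; positive kinetic calcium responses during the agonist phase mark hits, with TRH as control.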
# Starred values were filed as active, the others as inactive; ? = inconclusive; nt = no result given; [ ] = remark or other dose. Unless noted, calls come from the whole dose curve; as a rule, active = well fitted inhibition curve with a large enough effect; inconclusive = small, poorly fitted or top-dose-only effect; inactive = no such curve, though single readings can be large or run the other way.
# Keys – A = USP1-UAF1 inh; B = TrxR1 substrate; C = TrxR1 inh; D = TRHR enhancer; E = mIDH1 inhibitor; F = Pin1 inhibitor; G = D2 ag; H = D2 antag; I = TRHR ag
> Cc1ccc(S(=O)(=O)N2CCC(C(=O)Nc3ccccc3N3CCCCC3)CC2)cc1C
  A: -23%	B: 5%	C: 22%	D: 4	E: 5%	F: -3%	G: nt	H: nt	I: -0.3
> Cc1occc1C(=O)NCc1ccccc1F
  A: -11%	B: 9%	C: 10µM*	D: 4	E: 0%	F: -9%	G: -0.7	H: 14	I: 0.2
> COc1cc([N+](=O)[O-])ccc1NC(=O)COC(=O)c1ccc(NC(N)=O)cc1
  A: -17%	B: 5%	C: 20%	D: 7	E: 0%	F: ?	G: -0.1	H: -15	I: -0.3
> CC(=O)c1ccc(N2CCN(C(C)C(=O)NC3CCCc4ccccc43)CC2)cc1 (stereo unspecified)
  A: 2%	B: -13%	C: -17%	D: 0	E: 2%	F: -3%	G: -0.2	H: -4	I: -0.1
> C[C@@H](NC(=O)Cn1ccc(NC(=O)OCc2ccccc2)nc1=O)c1cccc2ccccc12
  A: -5%	B: 1%[57.1 µM]	C: -5%[57.1 µM]	D: -9	E: -2%	F: ?	G: 0.9	H: -6	I: 0.6
> Cc1cc(C(=O)N2CCCC(C(=O)c3ccc4ccccc4c3)C2)nn1C (stereo unspecified)
  A: -23%	B: 13%	C: 18%	D: 0	E: 0%	F: 0%	G: -0.7	H: 9	I: -0.3
> C=CCOC(=O)COc1ccc2c(C)c(CC)c(=O)oc2c1
  A: -11%	B: 134%[activator]	C: -10%	D: -3	E: 4%	F: 7%	G: 1.9	H: -8	I: -2.1
> CCn1c(Cc2ccccc2)nnc1SCC(=O)Nc1ccc(N2CCOCC2)c(Cl)c1
  A: -11%	B: -8%	C: 2%[57.1 µM]	D: 5	E: 10%	F: -4%	G: -0.3	H: 39*	I: -0.7
> Cc1ccc(C)c(Oc2coc3cc(OCC(=O)Nc4ccccc4C(C)C)ccc3c2=O)c1
  A: nt	B: nt	C: nt	D: -5	E: nt	F: nt	G: 0.5	H: 7	I: 0.6
> COC(=O)COc1ccc(S(=O)(=O)N2CCN(c3ccccc3F)CC2)cc1
  A: -21%	B: -5%	C: 9%	D: -9	E: 0%	F: 4%	G: -0.3	H: 6	I: 0.4
> O=c1[nH]c(N2CCCCC2)nc2c1CCCC2
  A: 1%	B: 9%[57.1 µM]	C: 0%[57.1 µM]	D: 8	E: 1%	F: -5%	G: 0.3	H: -10	I: -0.9
> CC(=O)C1=C(C)NC(SCC(=O)c2ccc(Cl)c(Cl)c2)=C(C#N)C1c1ccco1 (stereo unspecified)
  A: ?	B: 6%[57.1 µM]	C: ?	D: 6	E: 0%	F: ?	G: 0.2	H: 3	I: -1.2
> CCOc1ccc(S(=O)(=O)N(CC)CC(=O)NCc2ccccn2)cc1C
  A: -18%	B: 9%[57.1 µM]	C: 16%[57.1 µM]	D: 3	E: 12%	F: 0%	G: 0.4	H: -20	I: -1.3
> CN(Cc1cc(Cl)cc(Cl)c1)CC(C(=O)c1ccccc1)c1ccccc1 (stereo unspecified)
  A: -3%	B: -14%	C: -19%	D: nt	E: 2%	F: 13%	G: nt	H: nt	I: nt
> COCCn1c(SC(C)C(=O)Nc2ncc(Cl)cc2Cl)nc2ccccc21 (stereo unspecified)
  A: -5%	B: 4%[57.1 µM]	C: 3%[57.1 µM]	D: 8	E: -3%	F: 0%	G: -1.0	H: 4	I: -0.5
> CSc1cccc(NC(=O)c2sc3nc4n(c(=O)c3c2C)CCC4)c1
  A: -15%	B: -3%	C: 28%	D: 4	E: -4%	F: -10%	G: 0.2	H: 10	I: -0.5
> CCCN(CCC)S(=O)(=O)c1ccc(C(=O)Nc2nnc(CSC)o2)cc1
  A: -17%	B: 10%[57.1 µM]	C: 8%[57.1 µM]	D: -13	E: -4%	F: ?	G: -1.4	H: 12	I: -0.8
> C[C@H]1C=C(C(=O)NCc2ccccc2)O[C@@H](OCc2ccc(CO)cc2)C1
  A: -10%	B: -1%	C: 8%	D: -7	E: 2%[38.3 µM]	F: -2%	G: 0.2	H: 0	I: -0.1
> CCCCN(C)CCCNC(=O)Cn1ncc2c3ccccc3n(Cc3ccccc3F)c2c1=O
  A: -5%	B: 6%	C: 2%	D: 6	E: 23%	F: 4%	G: 5.4	H: nt	I: 3.0
> Nc1cc(-c2ccccc2)n2c(n1)nc1ccccc12
  A: -11%	B: -6%	C: 11%[57.1 µM]	D: -1	E: 7%	F: 1%	G: -0.1	H: 2	I: -0.3
> O=c1oc(-c2cccs2)nc2sc3c(c12)CCC3
  A: ?	B: 10%	C: 22%	D: -7	E: 4%	F: -4%	G: 0.6	H: 7	I: -0.2
> CC12CCC3(CO)COC(c4ccccc4O1)C2C3 (stereo unspecified)
  A: -3%	B: -4%	C: 9%	D: -6	E: 3%	F: 7%	G: -0.7	H: -4	I: 0.1
> O=C(CSc1nc(-c2ccccc2)no1)N1CCCCC1
  A: -2%	B: -8%	C: -14%	D: -4	E: 5%	F: -1%	G: 0.1	H: nt	I: -0.4
> O=C(c1ccc(Br)cc1)c1cn[nH]c1-c1ccccc1O
  A: -17%	B: -2%	C: 14%	D: -3	E: 0%	F: -5%	G: 0.4	H: 22	I: 1.3
> CN(Cc1ccccc1)C(=O)COC(=O)c1ccc[nH]c1=O
  A: 5%	B: 9%[57.1 µM]	C: 0%[57.1 µM]	D: nt	E: 0%	F: 10%	G: nt	H: nt	I: nt
> CC1(c2ccc3ccccc3c2)NC(=O)N(CC(=O)Nc2cccc(S(=O)(=O)N3CCOCC3)c2)C1=O (stereo unspecified)
  A: -20%	B: -7%	C: -1%	D: -2	E: -9%	F: 15%	G: 0.0	H: 2	I: 0.0
> COc1cccc(NC(=O)C(=O)N2CCOCC2)c1
  A: -15%	B: -1%	C: 7%	D: -12	E: 2%	F: 5%	G: 0.4	H: 20	I: 0.2
> Cc1cccc(OCC(=O)N2CCC(N3CCOCC3)CC2)c1
  A: -13%	B: 6%	C: 15%	D: -1	E: 6%	F: -7%	G: 0.8	H: 8	I: -0.2
> COc1ccc(NC(=O)C(=O)NCC(c2ccco2)N2CCc3ccccc32)cc1 (stereo unspecified)
  A: -21%	B: -7%	C: -4%	D: 1	E: 8%	F: -1%	G: 0.3	H: 2	I: -0.2
> CCOC(=O)c1cc2c(ccn2C)n1CC(=O)N(Cc1ccccc1)c1ccc(F)cc1
  A: -16%	B: -2%	C: 1%	D: 3	E: 10%	F: 2%	G: 1.4	H: 5	I: 0.5
> CNc1ccc(Oc2c(F)c(F)nc(F)c2F)cc1
  A: -26%	B: -2%	C: 7%	D: -10	E: 11%	F: 4%	G: -0.8	H: 22	I: 0.1
> COC(=O)NC1c2ccccc2Oc2ccccc21
  A: -20%	B: -23%[57.1 µM]	C: 2%[57.1 µM]	D: 4	E: 6%	F: 3%	G: -1.5	H: -10	I: -1.3
> COC(=O)C1=C(C)N(Cc2ccccc2)C(=NCCc2cccnc2)N[C@H]1c1ccc(Br)cc1
  A: -11%	B: 11%[57.1 µM]	C: 18%[57.1 µM]	D: -5	E: -6%	F: 0%	G: nt	H: nt	I: 6.8
> Cc1ccc(S(=O)(=O)N2CCC[C@H]2C(=O)OCC(=O)Nc2ccc3c(c2)OCO3)cc1
  A: -10%	B: -2%	C: -1%	D: nt	E: 6%	F: -1%	G: nt	H: nt	I: nt
> O=C(Nc1nc2c(s1)CCCC2)c1cccs1
  A: -9%	B: -6%	C: -6%	D: -5	E: 5%	F: 4%	G: -1.6	H: -10	I: -0.1
> CCN(C(=O)CCc1nc(-c2ccc(OC)cc2)no1)c1cc(OC)ccc1OC
  A: -8%	B: 4%[57.1 µM]	C: 3%[57.1 µM]	D: -4	E: 0%	F: 1%	G: -0.1	H: 15	I: 0.1
> COc1cc(/C=C/c2cc(OC(C)=O)c3ccccc3n2)c(OC(C)=O)c([N+](=O)[O-])c1
  A: -10%	B: -5%	C: -7%	D: -10	E: -9%	F: 0%	G: -0.1	H: -2	I: -0.2
> COc1ccc(C(C)=O)cc1COC(=O)CSCC(=O)Nc1ccc(C)cc1
  A: -7%	B: -5%	C: -3%	D: 0	E: 7%	F: 1%	G: -0.6	H: 30*	I: -0.4
> COc1cc(NC(=O)CN2CCN(c3ccccc3)CC2)c(C)cc1[N+](=O)[O-]
  A: -19%	B: 6%	C: 7%	D: -7	E: -2%	F: -10%	G: 1.1	H: 4	I: 0.4
> Cc1nn(C)c(C)c1Sc1ccccc1N
  A: -2%	B: 8%[57.1 µM]	C: 6%[57.1 µM]	D: 3	E: 3%	F: -4%	G: 0.0	H: -8	I: 0.0

# Full records, looked up by structure. Values in the order: USP1-UAF1 inh, TrxR1 substrate, TrxR1 inh, TRHR enhancer, mIDH1 inhibitor, Pin1 inhibitor, D2 ag, D2 antag, TRHR ag
# CNc1ccc(Oc2c(F)c(F)nc(F)c2F)cc1 reads -26%, -2%, 7%, -10, 11%, 4%, -0.8, 22, 0.1
# COc1cc(/C=C/c2cc(OC(C)=O)c3ccccc3n2)c(OC(C)=O)c([N+](=O)[O-])c1 reads -10%, -5%, -7%, -10, -9%, 0%, -0.1, -2, -0.2

# Compound activity as filed in PubChem.

# An excerpt (hit frequency here may not be typical).
